Compound activity as filed in PubChem BioAssay.
Smad3 inh = Smad3/FoxH1 peptide binding inhibitors, primary screen, biochemical, TR-FRET | Mothers against decapentaplegic homolog 3 (Homo sapiens), P84022 | TR-FRET Smad3/Dy647-FoxH1 peptide binding, europium anti-His | inhibition, % at 25 µM | hit rate 0.29% among 88,000;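 active = compounds that reduce the energy-transfer binding signal between the protein and its labelled peptide by more than half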;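 note: 0% = Smad3 plus labelled peptide maximal FRET and 100% = peptide-only background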
MT1-MMP txn act = MT1-MMP promoter reporter activation – cell-based, luciferase luminescence, primary screen | HT1080 MT1-MMP promoter luciferase reporter, overnight; hits give high values | hit rate 0.16% among 86,000 | activation factor at 10 µM | AID 750, 2007;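 active = activation factor of at least 2 for MT1-MMP transcription at 10 µM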
ERa coact pot = enhancers of ERα–SRC-1 coactivator binding, primary screen, biochemical, TR-FRET, ERα LBD, low estradiol | AID 639, 2007 | coactivator binding (% of control), % at 25.6 µM | hit rate 1.3% among 86,000 | TR-FRET ERalpha-LBD/SRC-Cy5 coactivator binding, 2 h; 100 = basal binding, no effect | Estrogen receptor (Homo sapiens), P03372; in the data active = activity above about 200%;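 note: binding measured in presence of low estradiol as agonist stimulus; 0% = peptide alone without receptor and 100% = receptor with peptide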
Target sequence (P03372 whole entry, looked up, the tested form may be a part): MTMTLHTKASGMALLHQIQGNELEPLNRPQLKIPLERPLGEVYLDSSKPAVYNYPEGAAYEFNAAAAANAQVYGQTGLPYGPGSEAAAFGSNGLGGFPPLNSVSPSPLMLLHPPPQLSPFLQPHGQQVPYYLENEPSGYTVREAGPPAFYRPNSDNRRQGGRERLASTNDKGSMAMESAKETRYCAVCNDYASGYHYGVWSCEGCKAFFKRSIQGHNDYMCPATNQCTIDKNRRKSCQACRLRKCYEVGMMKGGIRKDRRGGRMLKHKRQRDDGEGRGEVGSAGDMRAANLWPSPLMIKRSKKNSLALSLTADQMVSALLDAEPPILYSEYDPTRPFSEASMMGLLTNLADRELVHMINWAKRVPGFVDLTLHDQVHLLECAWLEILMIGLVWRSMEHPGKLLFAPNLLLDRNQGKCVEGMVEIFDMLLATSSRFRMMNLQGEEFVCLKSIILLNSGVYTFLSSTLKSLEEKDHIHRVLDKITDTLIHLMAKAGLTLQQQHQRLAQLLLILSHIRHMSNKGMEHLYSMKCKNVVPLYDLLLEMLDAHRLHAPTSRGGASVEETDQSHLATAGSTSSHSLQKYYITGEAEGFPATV
ERa SRC1 inh = ERα–SRC-1 coactivator interaction inhibitors, primary screen, biochemical, TR-FRET, ERα LBD, estradiol-bound | Estrogen receptor (Homo sapiens), P03372 | TR-FRET ER-alpha LBD / SRC-1 peptide | inhibition, % at 25.6 µM | hit rate 1.7% among 86,000 | AID 629, 2007; in the data active = inhibition above about 50%;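 note: 0% = receptor plus peptide control and 100% = peptide only without receptor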
ERb SRC1 inh = inhibitors of ERβ-SRC1 coactivator interaction, primary screen, biochemical, TR-FRET, ERβ LBD, SRC-1 peptide. Estrogen receptor beta (Homo sapiens), Q92731. TR-FRET ER-beta LBD / SRC1-Cy5 peptide binding; receptor agonist-loaded with 1 µM estradiol. inhibition, % at 25.6 µM. hit rate 1.3% among 86,000. AID 633, 2007;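 active = compounds whose percent inhibition of the receptor-coactivator binding signal exceeds about 50% in the single-dose screen, limit read from the data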;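 note: 0% = receptor plus peptide wells without compound and 100% = peptide-only wells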
Target sequence (Q92731 whole entry, looked up, the tested form may be a part): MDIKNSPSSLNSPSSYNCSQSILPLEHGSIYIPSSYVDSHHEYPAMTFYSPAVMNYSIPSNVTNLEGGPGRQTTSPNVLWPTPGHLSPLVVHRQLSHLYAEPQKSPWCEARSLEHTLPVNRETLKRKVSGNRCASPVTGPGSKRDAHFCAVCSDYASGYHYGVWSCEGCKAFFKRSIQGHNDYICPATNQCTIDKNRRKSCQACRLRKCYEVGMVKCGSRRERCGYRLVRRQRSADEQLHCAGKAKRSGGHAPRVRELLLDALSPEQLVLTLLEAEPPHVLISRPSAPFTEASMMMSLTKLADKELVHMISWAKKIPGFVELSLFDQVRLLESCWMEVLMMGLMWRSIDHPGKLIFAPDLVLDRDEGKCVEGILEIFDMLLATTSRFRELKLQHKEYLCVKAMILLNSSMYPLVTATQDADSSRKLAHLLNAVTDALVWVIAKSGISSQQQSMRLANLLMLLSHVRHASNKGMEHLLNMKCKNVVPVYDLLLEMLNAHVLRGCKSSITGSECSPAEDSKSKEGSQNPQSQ
Fibroblast inh = antiproliferative effect on LL 47 fibroblasts – human, LL 47 cells, CellTiter-Glo luminescence, primary screen. viability, % at 10 µM. hit rate 1.1% among 85,000. LL 47 human lung fibroblast viability, ATP luminescence; hits give low values;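 active = viability at or below 50% in the single dose screen; inactive = viability above 50%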;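 note: compound exposure lasted 72 h before the ATP readout; 100% = median luminescence of untreated cell-only wells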
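Signal: luminescent ATP detection, CellTiter-Glo; assay system: LL 47 human lung fibroblasts; input: 1,150 cells/well; incubation: overnight cell rest, 72 h compound treatment at 37 °C; measure: % viability versus median cells-only luminescence; medium: IMEM growth medium with 15% fetal bovine serum; dosing: compound addition at 0.1% DMSO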
HUVEC inhibit = inhibitors of HUVEC proliferation, primary screen, cell-based, 384-well; viability, % at 10 µM (by protocol); AID 648, 2007; hit rate 1.1% among 86,000; CellTiter-Glo luminescence, 72 h; hits give low values;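 active = viability at or below 30%; inactive = viability above 30%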;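 note: 100% = median luminescence of DMSO-only cell control wells on each plate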
H69AR growth 86K = proliferation blockers of H69AR lung cancer cells, primary screen, cell-based, human, 86K library. hit rate 6% among 85,000. viability, % at 10 µM. H69AR lung tumor viability, ATP luminescence, 72 h; hits give low values;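 active = viability at or below 40%; inactive = viability above 40%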;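 note: multidrug resistant small cell line overexpressing MRP-1 efflux transporter; 100% = mean luminescence of untreated control wells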
Mac1 fbg enh = enhancers of CD11b/CD18 adhesion to fibrinogen, primary screen, K562 cells, luminescence | Integrin beta-2 (Homo sapiens) + Integrin alpha-M (Homo sapiens), P05107+P11215 | ATPlite luminescence | activation, % at 10 µM | hit rate 0.07% among 93,000;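 active = 10 µM primary screen giving 50% or more activity, confirmed by 40% or more on retest at that dose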; note: strong numbers were not always called active
Numbers without * were called inactive; . = not tested or not shown; & = joins results of further samples; [ ] = remark or other dose. An excerpt, so the mix of outcomes need not match the whole.

SMILES | Smad3 inh | MT1-MMP txn act | ERa coact pot | ERa SRC1 inh | ERb SRC1 inh | Fibroblast inh | HUVEC inhibit | H69AR growth 86K | Mac1 fbg enh
O=C(CSc1oc(-c2ccccc2)nc1S(=O)(=O)c1ccc(F)cc1)NCC1CCCO1 (centres undefined) | 5 | 1 | 148 | 20[fluorescence artefact?] | 7[fluorescence artefact?] | 104 | 94 | 69 | .
C(=N\n1cnnc1SCc1ccccc1)/c1ccco1 | 15 | 1.2 | 75 | 23 | 35[fluorescence artefact?] | 98 | 95 | 94 | 6
CCOC(=O)c1cc2occc2n1Cc1c(F)cccc1Cl | -3 | . | 102[fluorescence artefact?] | -6 | -2 | 99 | 112 | 94 | 4
O=C(CSC1=NCCS1)N1CCc2ccccc21 | -3 | 1.6 | 118[fluorescence artefact?] | 5 | -1 | 97 | 94 | 56 | 2
O=C(CC1Nc2ccccc2NC1=O)NCc1cccnc1 (centres undefined) | 7 | 1.1 | 107 | -3 | -2 | 93 | 101 | 106 | -2
CCOC(=O)c1sc(NC(=O)CSc2n[nH]c(-c3ccc(Cl)cc3Cl)n2)c(C#N)c1C | -4 | 1.1 | 98 | 11 | 17 | 94 | 57 | 66 | -7
COc1cc2[nH]c(=S)nc(NCC3CCCO3)c2cc1OC (centres undefined) | 1 | 1.1 | 126[fluorescence artefact?] | -7 | -4 | . | 91 | 80 | 3
CSc1nnc(-c2ccccc2Cl)n1N | 5 | 1.5 | 123[fluorescence artefact?] | -6 | -12 | 100 | 98 | 91 | 3
Nc1nnc(SCC(=O)NCc2ccc3c(c2)OCO3)s1 | -5 | . | 106 | 1 | 2 | 108 | 96 | 86 | 4
CCOC(=O)CSc1nnc(-c2ccco2)n1-c1ccc(C)cc1 | -12 | 1.1 | 108 | 2[fluorescence artefact?] | 7[fluorescence artefact?] | 96 | 101 | 101 | -3
CCS(=O)(=O)N1CCCC(C(=O)NCCN2CCC(Cc3ccccc3)CC2)C1 (centres undefined) | -7 | 0.9 | 100 | -7 | -7 | 91 | 94 | 85 | .
OC(CN1CCN(c2ccccc2)CC1)c1c[nH]c2ccccc12 (centres undefined) | -10 | 1.5 | 125 | -20 | -13[fluorescence artefact?] | 87 | 87 | 38* | -6
Cc1c(N)cccc1-c1nc2ccccc2[nH]1 | 7 | 1.1 | 106 | -15 | -28 | 101 | 94 | 95 | .
CC(NC(=O)c1csc2ccccc12)C1CCCO1 (centres undefined) | 2 | 1.1 | 105 | -5 | -11 | 95 | 88 | 88 | -4
Cc1ccc(C)c(Cn2c(CN(C)Cc3ccccc3)nc3c2c(=O)n(C)c(=O)n3C)c1 | -14 | 1.1 | 81[fluorescence artefact?] | 6[fluorescence artefact?] | -2[fluorescence artefact?] | 89 | 89 | 63 | 2
Cc1ccc(S(=O)(=O)N2CCN(C(=O)CSc3nnc(-c4ccco4)o3)CC2)cc1 | 3 | 0.9 | 104 | 6 | 2 | 101 | 93 | 80 | -2
O=S(=O)(c1ccc2oc3ccccc3c2c1)N1CCCC1 | 3 | 1.2 | 93 | -3 | -11 | 91 | 96 | 91 | .
COc1ccc(CC(CC(=O)O)C(=O)Nc2ccccc2)cc1 (centres undefined) | -6 | 1.1 | 109 | 2 | -3[fluorescence artefact?] | 104 | 99 | 100 | -1
CCNc1nc(NC(C)(C)C)nc(N(C#N)CC)n1 | 4 | . | 119 | 4 | -1 | 94 | 97 | 33* | .
O=C(OCc1nnc(-c2ccccc2)o1)c1ccc2c(c1)OCO2 | -6 | 1 | 95 | 10[fluorescence artefact?] | 3 | . | 98 | 87 | -3
CCCCSc1nnc(-c2cc(Br)ccc2N)c(=O)[nH]1 | -8 | 1.1 | 110 | 3 | 2 | 103 | 94 | 112 | 0
COc1ccc(/C=N/n2cnnc2)cc1COc1ccccn1 | -1 | 1.2 | 111 | -11 | -1 | 103 | 108 | 101 | -2
O=C(NCc1ccncc1)Nc1ccc(F)cc1 | 4 | 1.2 | 104 | 6 | -1 | 102 | 121 | 97 | 3
CN(CC(=O)Nc1sccc1C#N)C1CCCCC1 | -11 | 1.1 | 36[fluorescence artefact?] | 79*[fluorescence artefact?] | 60*[fluorescence artefact?] | 91 | 94 | 84 | .
Cc1ccccc1NS(=O)(=O)c1ccc2[nH]cc(C(=O)NCCCN3CCOCC3)c(=O)c2c1 | -7 | 1.1 | 34[fluorescence artefact?] | 44[fluorescence artefact?] | 26 | 99 | 93 | 96 | 1
(listing goes on)
SMILES | Smad3 inh | MT1-MMP txn act | ERa coact pot | ERa SRC1 inh | ERb SRC1 inh | Fibroblast inh | HUVEC inhibit | H69AR growth 86K | Mac1 fbg enh
Cc1ccc(-c2nc(CS(=O)CC(=O)NCCN3CCOCC3)c(C)o2)cc1 (centres undefined) | -20 | 1.1 | 118 | 1 | -7[fluorescence artefact?] | 100 | 95 | 76 | 2
c1ccc(-c2noc(CN3CCN(c4ccccc4)CC3)n2)cc1 | -1 | 1.1 | 103 | -3 | -7 | 97 | 101 | 104 | -5
O=C(Nc1cccnc1)c1ccccc1Oc1ccccc1 | 6 | 1.2 | 118 | 11 | 1 | 91 | 86 | 80 | 2
Cc1noc(C)c1COC(=O)c1cccc(S(=O)(=O)N2c3ccccc3CC2C)c1 (centres undefined) | 5[fluorescence artefact?] | 1 | 102[fluorescence artefact?] | -7 | -6 | 88 | 91 | 86 | -10
COCCNC(=O)c1c(N)n(/N=C/c2cccs2)c2nc3ccccc3nc12 | 7 | 1.1 | 30[fluorescence artefact?] | 68* | 50 | 96 | 76 | 61 | 41
O=C(NCCCO)c1nc2ccccc2s1 | 2 | 1.3 | 101 | -3 | -9 | 104 | 104 | 92 | -2
COc1cccc(S(=O)(=O)NCc2ccc(C(=O)NCc3ccco3)cc2)c1 | 4 | 1.2 | 131[fluorescence artefact?] | 2 | 10 | 100 | 83 | 90 | -1
COc1ccc(O)c(-c2c(-c3ccc(Cl)cc3)n[nH]c2C)c1 | 4[fluorescence artefact?] | 0.9 | 89 | 1 | -9 | 98 | 101 | 89 | 3
O=C(c1nnc(Cc2ccc(Cl)cc2)o1)N1CCc2ccccc2C1 | 6 | 1 | 114 | -8 | -4 | 106 | 109 | 105 | .
Cc1ccc(S(=O)(=O)c2c(COC(=O)c3ccccc3Cl)c(-c3ccccc3)nn2C)cc1 | -4 | 1.2 | 99 | 1[fluorescence artefact?] | 2[fluorescence artefact?] | 97 | 87 | 92 | -3
COc1ccc(Cl)cc1NC(=O)c1cnc2n(c1=O)CCS2 | 5 | 1.1 | 100 | 1 | -1 | 86 | 94 | 90 | -2
CN1CCc2c(n(CC(O)CN3C(=O)c4ccccc4S3(=O)=O)c3ccccc23)C1=O (centres undefined) | 9 | 1.1 | 108 | 0 | 27 | . | 89 | 97 | .
CCOc1ccc2cc(C#N)c(SCC(=O)N3CCCC3)nc2c1 | -2 | 1 | 104[fluorescence artefact?] | -2 | -1 | 98 | 98 | 51 | .
CC1CCN(c2nc3nonc3nc2N2CCC(C)CC2)CC1 | 3 | 1.2 | 99 | -3 | -3 | 94 | 108 | 105 | .
Clc1ccc2c(c1)c1ccccc1n2CN1CCOCC1 | 3 | 1.1 | 115 | -23[fluorescence artefact?] | -31 | 94 | 82 | 75 | -3
C=CCNC(=O)CNS(=O)(=O)c1ccc(F)cc1 | -1 | 1.1 | 92 | 17 | 10 | 105 | 103 | 98 | -1
O=C(O)CSc1ccccc1C(=O)O | -5&-4 | 1.2 | 96 | -6[fluorescence artefact?] | 2 | 92 | 104 | 94 | -4
Cc1ccc(C(=O)OCc2cc3ccccc3[nH]c2=O)cc1 | 14[fluorescence artefact?] | 1 | 128[fluorescence artefact?] | 8[fluorescence artefact?] | 3[fluorescence artefact?] | 97 | 96 | 88 | -4
CCOC(=O)c1c(C)[nH]c(C(=O)COC(=O)C2CC(=O)N(Cc3ccccc3)C2)c1C (centres undefined) | -6 | 1.1 | 125 | -2 | 0 | 91 | 72 | 53 | 1
COc1ccccc1-c1nnc(SCc2nc3ccccc3s2)n1C | 4 | 1.3 | 91 | 0 | -10 | 103 | 99 | 84 | .
COC(=O)c1cc(S(=O)(=O)NC2CCN(Cc3ccccc3)CC2)cn1C | 1 | 1.1 | 92[fluorescence artefact?] | -3 | 1 | . | 94 | 96 | -6
CCN(Cc1ccccc1)C(=O)c1ccc(CNS(=O)(=O)c2ccc(C)cc2)cc1 | . | 1.2 | . | . | . | 82 | 88 | 55 | .
N#Cc1c(N)nc(SC2CCCCC2=O)c(C#N)c1-c1ccco1 (centres undefined) | 8 | 1 | 217*[fluorescence artefact?] | 4[fluorescence artefact?] | -8[fluorescence artefact?] | 96 | 89 | 58 | .
FC(F)(F)c1ccc(CN2CCCCCC2)cc1 | 1 | 1.2 | 121 | 18 | -4 | 99 | 93 | 100 | -2
CCOC(=O)Cc1csc(NC(=O)COc2ccc(N(C)S(=O)(=O)c3ccc(C)cc3)cc2)n1 | 20[fluorescence artefact?] | 1 | 98 | 7 | -6 | 102 | 94 | 89 | -2

Record cards, from the list above:
O=C(CSC1=NCCS1)N1CCc2ccccc21 is entered as Smad3 inh: -3; MT1-MMP txn act: 1.6; ERa coact pot: 118[fluorescence artefact?]; ERa SRC1 inh: 5; ERb SRC1 inh: -1; Fibroblast inh: 97; HUVEC inhibit: 94; H69AR growth 86K: 56; Mac1 fbg enh: 2
O=C(O)CSc1ccccc1C(=O)O is entered as Smad3 inh: -5&-4; MT1-MMP txn act: 1.2; ERa coact pot: 96; ERa SRC1 inh: -6[fluorescence artefact?]; ERb SRC1 inh: 2; Fibroblast inh: 92; HUVEC inhibit: 104; H69AR growth 86K: 94; Mac1 fbg enh: -4

Grouped by structure: the entries above containing a furan ring, fused or not (seven)
SMILES | Smad3 inh | MT1-MMP txn act | ERa coact pot | ERa SRC1 inh | ERb SRC1 inh | Fibroblast inh | HUVEC inhibit | H69AR growth 86K | Mac1 fbg enh
C(=N\n1cnnc1SCc1ccccc1)/c1ccco1 | 15 | 1.2 | 75 | 23 | 35[fluorescence artefact?] | 98 | 95 | 94 | 6
CCOC(=O)c1cc2occc2n1Cc1c(F)cccc1Cl | -3 | . | 102[fluorescence artefact?] | -6 | -2 | 99 | 112 | 94 | 4
CCOC(=O)CSc1nnc(-c2ccco2)n1-c1ccc(C)cc1 | -12 | 1.1 | 108 | 2[fluorescence artefact?] | 7[fluorescence artefact?] | 96 | 101 | 101 | -3
Cc1ccc(S(=O)(=O)N2CCN(C(=O)CSc3nnc(-c4ccco4)o3)CC2)cc1 | 3 | 0.9 | 104 | 6 | 2 | 101 | 93 | 80 | -2
O=S(=O)(c1ccc2oc3ccccc3c2c1)N1CCCC1 | 3 | 1.2 | 93 | -3 | -11 | 91 | 96 | 91 | .
COc1cccc(S(=O)(=O)NCc2ccc(C(=O)NCc3ccco3)cc2)c1 | 4 | 1.2 | 131[fluorescence artefact?] | 2 | 10 | 100 | 83 | 90 | -1
N#Cc1c(N)nc(SC2CCCCC2=O)c(C#N)c1-c1ccco1 (centres undefined) | 8 | 1 | 217*[fluorescence artefact?] | 4[fluorescence artefact?] | -8[fluorescence artefact?] | 96 | 89 | 58 | .
